# TDP-43 yeast inh – inhibitors of TDP-43 toxicity in yeast. TDP-43 expressing yeast growth rescue, BacTiter-Glo, 24 h. Potency, µM (doses to about 46.1 µM), without a hit: at the highest dose growth rescue (activation), most hits filed as activators. hit rate 1.8% among 410,000; also: potency is read from the fitted curve at half-maximal effect; % of control where 0% means no effect; nearly all actives have a fitted effect of over 50% in size
#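 Cell-based yeast growth screen: TDP-43 expression induced in galactose, inoculum OD600=0.02 after raffinose pregrowth to mid-log. Read-out BacTiter-Glo luminescence at 24 hr, 30 deg C; inhibition of toxicity seen as signal increase.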
# D3 antag – antagonists of human D3 dopamine receptor; P35462; D3R cells, DiscoveRx beta-arrestin luminescence, antagonist mode; hits give low values; max response, negative = inhibition, %; hit rate 2.5% among 360,000; AID 652054; in the data active = max response below about -50%; inconclusive = no clear call, values can overlap the other calls; also: % is scaled to controls: 0 for no effect and ±100 for the full control effect; mostly tested at two doses, the higher about 12 µM
# Target sequence (P35462 whole entry, looked up): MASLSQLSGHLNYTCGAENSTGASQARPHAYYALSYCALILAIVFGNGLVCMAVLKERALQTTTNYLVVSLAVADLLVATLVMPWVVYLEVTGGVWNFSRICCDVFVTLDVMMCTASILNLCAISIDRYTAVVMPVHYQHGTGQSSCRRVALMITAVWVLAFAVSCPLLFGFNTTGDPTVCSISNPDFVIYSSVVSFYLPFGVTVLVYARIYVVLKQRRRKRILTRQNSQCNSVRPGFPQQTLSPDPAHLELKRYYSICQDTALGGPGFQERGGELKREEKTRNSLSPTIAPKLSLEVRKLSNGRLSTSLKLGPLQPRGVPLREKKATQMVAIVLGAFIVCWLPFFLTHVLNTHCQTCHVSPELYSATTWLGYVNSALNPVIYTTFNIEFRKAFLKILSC
#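 Cells expressing the human receptor were seeded at 1500 cells/well, incubated overnight at 37 degrees C in 5% CO2, then exposed to library compounds with dopamine controls for 90 minutes at 37 degrees C before luminescent detection.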
# Abeta rescue – A-beta toxicity reversal in yeast. yeast expressing A-beta42, growth rescue, OD600, 48 h; response scale: 0% DMSO, 100% iron-clioquinol control. AID 1347071. hit rate 0.063% among 410,000. Potency, µM (series often up to 46.1 µM), without a hit: at the top dose growth rescue, actives largely listed as activators; also: potency is read from the fitted curve at half-maximal effect; nearly all actives have a fitted effect of over 55% in size
#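 Yeast growth medium received pinned compounds, then yeast cells expressing toxic A-beta were added; plates incubated at 30 C for 48 hr. Growth read as absorbance at 600 nm, normalized to DMSO and equimolar FeCl3 plus clioquinol controls.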
# EPAC2 antagonist – blocks human EPAC2 exchange factor. EPAC2 GEF exchange of Rap1B-BODIPY-GDP, fluorescence. Potency, µM (highest dose often 114 µM), inactives show at the top dose activity, negative = inhibition, hits mostly inhibitors. hit rate 0.18% among 360,000. AID 720708; also: potency is read from the fitted curve at half-maximal effect; % is scaled to controls: 0 for no effect and ±100 for the full control effect; nearly all actives have a fitted effect of over 45% in size; many of its hits are not listed in these tables
# D3 ag – agonists of human D3 dopamine receptor. P35462. D3R DiscoveRx beta-arrestin cells, luminescence, 90 min. max activation, %. hit rate 0.58% among 410,000. AID 652048; in the data active = max activation above about 30%; also: 0% is about no effect; mostly tested at two doses, the higher about 12 µM
#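 Agonist-mode cell screen: cells plated at 1500/well and incubated overnight at 37 °C, then exposed to library compounds for 90 min at 37 °C. Detection reagent was added for 30–60 min at room temperature, and luminescence was read.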
# aSyn yeast inh – rescues yeast growth from alpha-synuclein toxicity; Yeast expressing alpha-synuclein, growth rescue, BacTiter-Glo, 24 h; Potency, µM (doses to about 46.1 µM), for inactives: top-dose growth rescue (activation), actives largely listed as activators; hit rate 0.14% among 370,000; AID 652106; also: potency is read from the fitted curve at half-maximal effect; % of control where 0% means no effect; nearly all actives have a fitted effect of over 65% in size
#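 Galactose-induced alpha-syn yeast (OD600=0.02, raffinose-pregrown) + pinned cpd, 24 hr, 30 deg C; growth by BacTiter-Glo luminescence. Growth restoration scores as activation.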
# EPAC2 agonist – agonists of human EPAC2 (RAPGEF4). EPAC2 activation, biochemical qHTS; response scale: 100% = 6.5 mM cAMP response. Potency, µM (top dose mostly 154 µM), for inactives: top-dose activation, most hits filed as activators. hit rate 0.079% among 360,000. AID 720711; also: potency is read from the fitted curve at half-maximal effect; nearly all actives have a fitted effect of over 50% in size
#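 Setup: EPAC2 100 nM, labeled Rap1B complex 250 nM, free GDP 50 uM. Compound titrations pinned in, brief spin, 5 min room temperature incubation. Kinetic fluorescence read over 30 min, normalized to 6.5 mM cAMP.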
# FUS yeast rescue – rescues growth of FUS-expressing yeast. hit rate 0.24% among 390,000. AID 1347120. S. cerevisiae FUS-expressing, growth rescue, OD600, 24 h. Potency, µM (titrated, usually from 76.6 µM), inactives show at the highest dose growth rescue (activation), actives largely listed as activators;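 also: potency is read from the fitted curve at half-maximal effect; plate controls were DMSO vehicle for no effect and reference control for full effect; nearly all actives have a fitted effect of over 55% in size; some results filed as inactive show a strong effect at the top dose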
#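 Restored growth of FUS-toxic S. cerevisiae, read as 600 nm absorbance after 24 h at 30C in galactose medium (starting OD 0.005). Controls CP55940 and DMSO.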
# The depositor's hits bear a star; ? = inconclusive; . = no result given; & = joins results of further samples; [ ] = another dose, or the depositor's remark. Unless noted, calls follow the shape of the dose curve; as a rule, active = well fitted curve in the direction sought with a large enough effect; inconclusive = small, poorly fitted or top-dose-only effect, or another doubt; inactive = no such curve, though single readings can be large; an effect the other way counts as inactive or inconclusive. A portion of the library; rates above refer to the full screens.
SMILES,TDP-43 yeast inh,D3 antag,Abeta rescue,EPAC2 antagonist,D3 ag,aSyn yeast inh,EPAC2 agonist,FUS yeast rescue
O=C(c1ccc(Cl)cc1)N1CCN(S(=O)(=O)/C=C/c2ccccc2)CC1,?,-5,-4%,2%,7,-12%,9%,?
N#Cc1ccc(CN(Nc2ccccc2)c2ccccc2)cc1,?,-15,5%,-17%,-6,-2%,-8%,-6%
Cc1ccn2c(=O)c(C(=O)NCCC3=CCCCC3)c(O)nc2c1,-21%,24,.,4%,-1,5%,-13%,13%
Cc1ccc([C@H]2C(C(=O)O)=CC[C@@H](c3cccc(C)c3)N2S(=O)(=O)c2ccc(C)cc2)cc1,11%,-9,-3%,?,-10,3%,1%,7%
CC1Cc2nc(SCC(=O)Nc3ccc(F)cc3)n(C)c(=O)c2S1 (stereo not given),-19%,33,-20%,-2%,5,-15%,3%,.
COc1ccc(Cn2c(C3CC3)nc3ccc(NC(C)=O)cc3c2=O)cc1,12%,-14,-3%,-7%,0,1%,-14%,16%
Cc1c(N2C(=O)/C(=C\C3CC=CCC3)SC2=S)c(=O)n(-c2ccccc2)n1C (stereo not given),8%,-26,7%,5%,-8,-14%,0%,36%
CCCOc1cccc(C(=O)N(Cc2cccs2)C2CCS(=O)(=O)C2)c1 (stereo not given),-18%,-22,-12%,3%,-21,-6%,7%,19%
CN1CCN(c2ccc(S(=O)(=O)N3CCCCC3)cn2)CC1,-3%,59,6%,15%,-7,-1%,-1%,5%
COc1ccc(N2CCN(C(=O)CN(C3CCCCC3)S(C)(=O)=O)CC2)cc1,19%,-13,2%,10%,0,-3%,6%,3%
CC1=NNC(=O)C1CC(=O)N/N=C(\C)c1cccs1 (stereo not given),-15%,2,4%,4%,7,0%,4%,-9%
CCC1=Nc2cc(C(=O)NCc3cccnc3)ccc2Sc2ccc(C)cc21,-4%,-10,4%,?,-16,4%,1%,11%
O=C(O)CSc1nc(SCc2ccccc2Cl)nc2c1CCCC2,-72%[inhibitor],0,-93%[inhibitor],-11%,-3,-27%,-4%,24%
O=C(CNC(=O)c1cccc(N2C(=O)c3ccccc3C2=O)c1)Nc1ccc(F)c(F)c1,16%,-5,0%,-10%,-6,9%,5%,-3%
Oc1ccccc1OCc1nc2ccccc2s1,22%,6,-14%,8%,-2,-6%,0%,17%
O=C1c2ccccc2S(=O)(=O)c2cc(N3CCN(c4ccccc4)CC3)ccc21,-2%,78,-11%,10%,52*,-10%,8%,-18%
O=C(CN1C(=O)CCOc2ccccc21)Nc1ccc(Cl)c(S(=O)(=O)N2CCOCC2)c1,4%,-27,-3%,-6%,-4,-3%,3%,13%
CCOC(=O)CNC(=O)CSc1nc(N)cc(N)n1,0%,-21,10%,-4%,1,-3%,0%,9%
CC1(C)Cc2nc3sc(C(=O)NCCCO)c(N)c3cc2CO1,7%,-5,5%,0%,0,-5%,9%,6%
O=C(Nc1ccc(-c2nc3cc(Cl)ccc3c(=O)o2)cc1)c1ccco1,1%,-21,12%,-9%,8,-6%,8%,?

# Of the compounds above, 2 contain fluorine:
SMILES,TDP-43 yeast inh,D3 antag,Abeta rescue,EPAC2 antagonist,D3 ag,aSyn yeast inh,EPAC2 agonist,FUS yeast rescue
CC1Cc2nc(SCC(=O)Nc3ccc(F)cc3)n(C)c(=O)c2S1 (stereo not given),-19%,33,-20%,-2%,5,-15%,3%,.
O=C(CNC(=O)c1cccc(N2C(=O)c3ccccc3C2=O)c1)Nc1ccc(F)c(F)c1,16%,-5,0%,-10%,-6,9%,5%,-3%

# The listing picks up; the 3 compounds before the break are reprinted first.
SMILES,TDP-43 yeast inh,D3 antag,Abeta rescue,EPAC2 antagonist,D3 ag,aSyn yeast inh,EPAC2 agonist,FUS yeast rescue
CCOC(=O)CNC(=O)CSc1nc(N)cc(N)n1,0%,-21,10%,-4%,1,-3%,0%,9%
CC1(C)Cc2nc3sc(C(=O)NCCCO)c(N)c3cc2CO1,7%,-5,5%,0%,0,-5%,9%,6%
O=C(Nc1ccc(-c2nc3cc(Cl)ccc3c(=O)o2)cc1)c1ccco1,1%,-21,12%,-9%,8,-6%,8%,?
Cc1ccccc1Cn1nc(C)c(NC(=O)c2noc3c2CCc2ccccc2-3)c1C,8%,28,?,-7%,1,-3%,19%,-6%
O=C(NCc1ccccc1Cl)c1cccc(NC2=NC3CS(=O)(=O)CC3S2)c1 (stereo not given),-6%,-4,-22%,1%,-8,-2%,-1%,-6%
O=C(N/N=C/c1cc2c(cc1Br)OCO2)c1cccnc1,7%,-1,12%,1%,-8,1%,-1%,0%
CCOC(=O)Cc1csc(NC(=O)NC2(C(F)(F)F)Oc3ccccc3O2)n1,?,26,0%,0%,5,-3%,-8%,7%
CN(C)c1oc(/C=C/c2ccc(F)cc2)nc1C#N,23%,.,-4%,.,6,.,.,3%
COc1ccc(-n2nnnc2SCC(=O)NNC(=O)c2ccc([N+](=O)[O-])cc2)cc1,-13%,-13,12%,0%,-7,-1%,7%,13%
CC(CCc1ccccc1)NC(=O)c1ccc(F)cc1 (stereo not given),25%,-17,26%,-1%,-6,1%,8%,4%
O=C(Nc1c2c(nn1-c1ccc(F)cc1)CS(=O)(=O)C2)C1CCCC1,3%,6,13%,2%,-2,-1%,3%,-7%
COC(=O)CSC1=C(C#N)C(c2ccc(C)o2)CC(=O)N1 (stereo not given),-24%[9.22 µM],-10,-4%,1%,-3,-3%,9%,16%
O=C(Nc1nc2ccc(S(=O)(=O)N3CCCC3)cc2s1)C1CCCCC1,23%,12,?,2%,-3,1%,-9%,.
O=C(CCCOc1ccc(Cl)cc1Cl)Nc1ccc(O)cc1C(=O)O,-3%,-2,27%,?,-4,4%,-13%,-12%
Cc1cc(=O)n2c(C(=O)Nc3ccc(Br)cc3)c(C(=O)Nc3ccccc3)sc2n1,28%,.,1%,.,3,.,.,0%
CCCCCCC(=O)N(O)C1CC(=O)N(c2ccc(Cl)cc2)C1=O (stereo not given),?,-17,-93%[inhibitor],4%,-5,-76%[inhibitor],4%,30%
Cc1ccc(CN(c2ccc(C(=O)N3CCCC3)cc2)S(C)(=O)=O)cc1,-4%,-6,23%,0%,3,3%,0%[15.6 µM],1%
O=C(CSc1n[nH]c(-c2ccco2)n1)Nc1ccc(Br)cc1,-8%,15,-3%,-20%,4,2%,-1%,11%
CCOC(=O)c1[nH]cnc1C(=O)Nc1ccc(F)cc1,?,7,-17%&2%,20%,4&5,-3%,-7%,0%&-16%
N#CCSc1nc(-c2ccccc2)c2cc(Cl)ccc2n1,14%,13,10%,5%,3,2%,-3%,-13%
COc1ccccc1NC(=O)c1ccc2c(c1)N(CC(=O)NC(C)C)C(=O)C(C)(C)O2,-3%,-5,-5%,9%,0,-1%,5%,-22%
Cc1cc(NC(=O)Cn2c(=O)oc3cc(S(=O)(=O)N4CCCC4)ccc32)ccc1Br,23%,.,-7%,.,-1,.,.,38%
O=C(COc1cc(F)ccc1[N+](=O)[O-])Nc1cccc(S(=O)(=O)NC2=NCCC2)c1,11%,6,9%,-6%,8,-2%[1.84 µM],8%,21%
COc1ccc(Cc2nc3ccc(C(=O)N(C)CCn4ccnc4)cc3o2)cc1OC,9%,-15,-1%,-4%,8,-2%,-5%,24%
CCC(OC(=O)c1cccs1)C(=O)NCc1ccc2c(c1)OCO2 (stereo not given),?,13,4%,-5%,-1,16%,6%,-4%
C/C(=N\O)C(C)/[N+]([O-])=C/c1nc(C)c(C)n1O (stereo not given),6%,23,9%,12%,-2,2%,-1%[15.6 µM],14%
COc1cccc(CSc2nnnn2-c2ccc(O)cc2)c1,?,10,18%,-25%,2,7%,14%,2%
O=C(CNC(c1ccccc1)c1ccccc1)Nc1ccc(F)cc1,14%,?,-10%,3%,-19,1%,14%,16%
CSc1ncccc1C(=O)OCC(=O)c1cc(C)n(C)c1C,?,?,-2%,3%,4,1%,2%,.
CCOC(=O)c1ccc(N2C(=O)C(CC(=O)NC)N(CCc3ccc(OC)c(OC)c3)C2=S)cc1 (stereo not given),.,2,6%,2%,4,1%,0%,?
N#Cc1cnn2cc(CCN3CCOCC3)c(-c3ccc(F)cc3)nc12,-3%,-18,3%,-4%,-14,0%,0%,-17%
c1ccc2c(c1)OCC(c1nn3cnnc3s1)O2 (stereo not given),1%,-29,19%,-4%,-8,.,12%,23%
O=C(CCCc1ccccc1)N1CCN(c2ccc([N+](=O)[O-])cc2)CC1,25%,25,16%,-2%,-1,1%,-14%,-7%
COc1ccc(CCN2CC(C(=O)NCCc3cnn(C)c3)CCC2=O)cc1 (stereo not given),13%,3,10%,1%,1,0%,5%,0%
CCN(C(=O)Cn1nc(Cc2cccnc2)c2ccccc2c1=O)c1cc(C)ccc1C,-14%,.,-3%,.,-18,.,.,12%
CCc1cc(C(c2cccc(OC)c2)N2CCOCC2)c(NC(=O)c2ccccc2)s1 (stereo not given),?,9,-13%,2%,0,11%,3%,16%

# An excerpt from above in order of SMILES length, ascending:
SMILES,TDP-43 yeast inh,D3 antag,Abeta rescue,EPAC2 antagonist,D3 ag,aSyn yeast inh,EPAC2 agonist,FUS yeast rescue
CCC(OC(=O)c1cccs1)C(=O)NCc1ccc2c(c1)OCO2 (stereo not given),?,13,4%,-5%,-1,16%,6%,-4%
C/C(=N\O)C(C)/[N+]([O-])=C/c1nc(C)c(C)n1O (stereo not given),6%,23,9%,12%,-2,2%,-1%[15.6 µM],14%
CCOC(=O)c1ccc(N2C(=O)C(CC(=O)NC)N(CCc3ccc(OC)c(OC)c3)C2=S)cc1 (stereo not given),.,2,6%,2%,4,1%,0%,?

# Source: PubChem BioAssay
